# Screening data (PubChem BioAssay)
# NCOA1 inh = inhibitors of human steroid receptor coactivator 1 (SRC1) | Q15788 | HEK293 GAL4-SRC1 luciferase reporter, luminescence | inhibition, % at 3.6 µM | hit rate 0.12% among 360,000 | AID 588354;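 active = inhibition above the campaign mean plus 3 SD, with each screening campaign given its own cutoff, cut at about 60% in these data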;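 note: 0% = DMSO treated cells and 100% = gossypol at 36 µM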
# NR2F2 inh = NR2F2 (human) inhibition, primary screen. P24468. HEK293T NGFI-A luciferase reporter, luminescence. inhibition, % at 8.6 µM. hit rate 0.7% among 370,000. AID 686940;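 active = inhibition above a per-plate cutoff, mean inhibition of test wells between control levels plus 3 SD, cut at about 38% in these data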;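 note: cells cotransfected with COUP-TFII expression vector driving the NGFI-A reporter; 0% = median of COUP-TF2 test wells and 100% = reporter-only cells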
# MC4R antag cAMP = human MC4R antagonism in cAMP assay; P32245; AID 540295; hit rate 0.48% among 360,000; MC4R-expressing cells, MTII-stimulated cAMP, LANCE TR-FRET; inhibition, % at 6.5 µM;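 active = inhibition above its plate's cutoff, the mean of tested wells on that plate plus 3 SD, cut at about 29% in these data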;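 note: 0% = Melanotan II alone and 100% = Melanotan II plus saturating MCL0020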
#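 System – human MC4R-expressing U2OS cells · Also added – Melanotan II · Dosing – one concentration, 6.5 µM nominal · Timing – 30-min compound, 1-h challenge, 1-h detection, room temperature · Measured by – Eu-cAMP/anti-cAMP TR-FRET, emission 671 nm · Replicates – singlicate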
# LRH-1 inv ag = suppresses constitutive activity of human LRH-1 | HEK293T StAR-luciferase reporter, LRH-1 transfected, 24 h | inhibition, % at 3.6 µM | hit rate 0.13% among 360,000;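 active = inhibition above the mean inhibition of all tested compounds plus 3 SD, cut at about 73% in these data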;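 note: 0% = DMSO wells and 100% = reporter-only cells lacking LRH-1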
# NOD2-RIPK2 inh = blocks binding of human NOD2 to RIPK2 | hit rate 0.38% among 360,000 | O43353 | inhibition, % at 4.98 µM | CHO BLA complementation NOD2-RIPK2, CCF4 ratio; in the data active = inhibition above about 21%;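 note: 0% = vehicle only and 100% = reference blocker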
# MC4R barr agon = activates human MC4R beta-arrestin recruitment. P32245. U2OS MC4R beta-arrestin complementation, luminescence; percent of melanotan II response, DMSO zero. activation, % at 8.9 µM. hit rate 0.98% among 360,000. AID 540308;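 active = activation above a per-plate cutoff, the mean activation of sample wells on that plate plus 3 SD, cut at about 8% in these data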
# LMP1 NFkB inh = inhibitors of Epstein-Barr LMP1-induced NF-kappaB reporter; LMP1-induced NF-kappaB luciferase reporter cells, luminescence; inhibition, % at 12.5 µM; hit rate 0.69% among 350,000; AID 504558; in the data active = inhibition above about 41%;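 note: 0% = neutral control wells and 100% = reference inhibitor control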
# TLR9-MyD88 inh = blocks human TLR9 binding to MyD88; inhibition, % at 4.98 µM; CHO BLA complementation TLR9-MyD88, CCF4 FRET ratio; AID 504734; Q9NR96+Q99836; hit rate 0.21% among 340,000;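 active = inhibition above the mean over all tested compounds plus 3 SD, cut at about 21% in these data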;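 note: 0% = DMSO only wells and 100% = clavulanate BLA inhibitor control wells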
# NCOA2 inhibitor = human SRC2 (NCOA2) inhibition. Q15596. HEK293 GAL4-SRC2 luciferase reporter, luminescence. inhibition, % at 9 µM. hit rate 0.17% among 370,000. AID 651957;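 active = inhibition above the mean inhibition of all tested compounds plus 3 SD, set per campaign, cut at about 52% in these data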;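 note: 0% = DMSO treated cells and 100% = cells given Gossypol at 36 µM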
# Target sequence (Q15596 whole entry, looked up, the tested form may be a part): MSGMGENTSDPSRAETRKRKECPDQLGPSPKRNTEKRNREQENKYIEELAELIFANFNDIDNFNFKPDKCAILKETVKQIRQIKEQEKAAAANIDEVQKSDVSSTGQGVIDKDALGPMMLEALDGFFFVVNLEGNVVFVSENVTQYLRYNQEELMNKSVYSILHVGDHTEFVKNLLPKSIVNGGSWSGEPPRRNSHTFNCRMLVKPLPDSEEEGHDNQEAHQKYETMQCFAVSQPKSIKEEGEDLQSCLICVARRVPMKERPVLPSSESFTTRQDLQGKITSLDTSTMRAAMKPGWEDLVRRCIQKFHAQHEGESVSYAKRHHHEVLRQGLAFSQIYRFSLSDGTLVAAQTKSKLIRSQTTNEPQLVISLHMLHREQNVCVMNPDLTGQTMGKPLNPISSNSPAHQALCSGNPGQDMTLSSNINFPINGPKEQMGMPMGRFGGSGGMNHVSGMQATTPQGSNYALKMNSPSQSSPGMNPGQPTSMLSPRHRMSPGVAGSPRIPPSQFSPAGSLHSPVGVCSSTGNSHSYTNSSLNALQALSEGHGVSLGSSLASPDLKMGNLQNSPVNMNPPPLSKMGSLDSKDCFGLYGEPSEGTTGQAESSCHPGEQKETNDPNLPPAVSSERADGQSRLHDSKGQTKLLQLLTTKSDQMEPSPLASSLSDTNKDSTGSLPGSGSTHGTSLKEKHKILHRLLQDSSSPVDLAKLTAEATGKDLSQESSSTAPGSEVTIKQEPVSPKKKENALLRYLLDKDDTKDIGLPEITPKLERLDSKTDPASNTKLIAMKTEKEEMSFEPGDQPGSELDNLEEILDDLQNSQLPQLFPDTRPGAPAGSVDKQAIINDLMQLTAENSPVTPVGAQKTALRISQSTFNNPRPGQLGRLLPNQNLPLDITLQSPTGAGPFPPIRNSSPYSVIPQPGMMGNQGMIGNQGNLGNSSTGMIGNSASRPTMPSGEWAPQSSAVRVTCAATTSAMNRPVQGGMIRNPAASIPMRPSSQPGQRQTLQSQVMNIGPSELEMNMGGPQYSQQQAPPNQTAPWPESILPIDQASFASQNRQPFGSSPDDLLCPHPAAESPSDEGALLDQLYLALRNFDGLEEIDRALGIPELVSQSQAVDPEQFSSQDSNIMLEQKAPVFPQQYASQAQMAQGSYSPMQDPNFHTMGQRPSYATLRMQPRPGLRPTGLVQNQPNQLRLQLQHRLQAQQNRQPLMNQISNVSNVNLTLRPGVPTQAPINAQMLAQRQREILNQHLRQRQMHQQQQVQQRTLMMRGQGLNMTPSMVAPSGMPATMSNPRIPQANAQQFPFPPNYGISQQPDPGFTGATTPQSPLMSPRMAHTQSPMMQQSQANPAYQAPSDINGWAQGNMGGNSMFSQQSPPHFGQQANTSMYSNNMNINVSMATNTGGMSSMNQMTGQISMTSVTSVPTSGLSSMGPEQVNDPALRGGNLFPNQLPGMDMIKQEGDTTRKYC
# ABHD5 PLIN5 PPI = ABHD5-PLIN5 protein interaction inhibition; Q00G26+Q8WTS1; Split G. princeps luciferase complementation, luminescence, 4 h; inhibition, % at 4 µM; hit rate 0.78% among 360,000; AID 602281;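 active = inhibition above the mean inhibition across every tested compound plus 3 SD, cut at about 22% in these data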;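 note: 0% = DMSO only wells and the 100% control is not disclosed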
# NCOA3 inh = inhibitors of human steroid receptor coactivator 3 (SRC3). hit rate 0.17% among 360,000. AID 588352. Q9Y6Q9. HEK293 GAL4-SRC3 luciferase reporter, luminescence. inhibition, % at 3.6 µM;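 active = inhibition above a per-campaign cutoff, the mean of all compounds plus 3 SD, cut at about 60% in these data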;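 note: 0% = DMSO-treated cells and 100% = gossypol-treated cells at 36 µM; higher means less SRC3-driven luciferase light from the GAL4 reporter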
# The depositor's hits bear a star; x = not tested or not shown. Not all compounds are listed, so the mix of outcomes need not match the whole.
SMILES,NCOA1 inh,NR2F2 inh,MC4R antag cAMP,LRH-1 inv ag,NOD2-RIPK2 inh,MC4R barr agon,LMP1 NFkB inh,TLR9-MyD88 inh,NCOA2 inhibitor,ABHD5 PLIN5 PPI,NCOA3 inh
Cc1nnc(SCC(=O)NC2CCCc3ccccc32)n1-c1ccccc1 (stereo unspecified),-40,17,2,-5,-6,-0.3,1,-12,-22,-3,7
COc1ccc([C@@H]2CC=C(C(=O)O)[C@H](c3ccc(C)cc3)N2S(=O)(=O)c2ccccc2C)cc1,7,-9,5,-34,-6,-2.0,-4,-7,-14,-6,-28
O=C(Cc1ccc(S(=O)(=O)N2CCOCC2)s1)Oc1ccc(F)cc1,-30,4,21,-33,-2,2.1,-4,-6,-11,-5,-6
O=C1c2ccccc2C(O)(c2ncc[nH]2)N1CCc1ccccc1 (stereo unspecified),-20,-3,-2,20,1,1.7,-2,7,-10,-3,6
CCOC(=O)C1(CCCc2ccccc2)CCN(C(=O)CCN2CCCCC2=O)CC1,16,-8,-3,18,3,-1.7,-3,11,-5,-2,23
Cc1ccccc1N(CC(=O)NCc1ccco1)C(=O)CCC(=O)Nc1nccs1,11,5,3,-19,2,-2.6,3,-9,-33,-2,3
CCCc1nnc(NC(=O)CCC(=O)NC2CCCCC2)s1,6,-4,5,9,-10,-1.5,-2,1,-14,-2,17
CCC(=O)Nc1cccc(-c2csc(-c3ccccc3)n2)c1,2,15,8,-4,-2,0.5,-4,3,0,1,1
O=C(CCc1nnc(CCCCc2ccccc2)o1)NCCn1cccn1,9,-1,9,1,7,0.4,-1,-8,-9,1,-4
Cc1ccc(-n2c(C)cc(C3N=C(N)Nc4nc5ccccc5n43)c2C)c(C)c1 (stereo unspecified),13,1,-7,16,-1,-1.4,4,1,-10,4,3
COC(=O)C(Cc1ccc(O)cc1)NC(=O)NC12CC3CC(CC(C3)C1)C2 (stereo unspecified),2,-2,23,-6,-1,1.8,-1,-1,-6,-4,8
Cc1nc2cc(C(=O)NCc3cccnc3)ccc2n1-c1ccc(F)cc1F,8,-4,0,4,-10,-1.9,1,-2,11,-3,14
O=C(CCCN1C(=O)c2ccccc2C1=O)Nc1nncs1,2,-10,-1,5,-7,0.3,6,4,-12,4,9
CCN(CC)S(=O)(=O)c1ccc(N/N=C(\C)c2ccncc2)nc1,-2,-1,-3,11,0,-1.2,-8,8,-8,-1,0
CC(C)=NNc1cnnc2ccc([N+](=O)[O-])cc12,-16,x,x,27,-9,x,x,x,x,-5,-15
COc1ccc(S(=O)(=O)NNC(N)=S)cc1,-10,3,28,-6,-6,-1.1,0,-4,5,2,14
Cc1ccc(OCC(=O)Nc2ccc3c(c2)nc(CCN2CCN(C)CC2)n3C)cc1,3,-1,3,-9,2,-1.5,12,1,1,-11,-5
COc1cccc(C(=O)OC2CCN(C)CC2)c1,-8,-2,8,5,-11,-0.7,-4,0,-13,0,-1
C/C(CC(=O)NC(C)(C)C)=N\NC(N)=S,-8,-3,21,13,5,2.2,1,3,-8,-5,-1
CCC(=O)Nc1ccc(C(=O)OCC(=O)c2ccc(C)c([N+](=O)[O-])c2)cc1,-34,5,-3,3,0,4.0,2,-9,-8,2,-17
Cc1nc2ccccc2c2oc(C(=O)N3CCCC(C)C3)cc12 (stereo unspecified),0,-2,5,-4,-3,-0.3,-2,18,-19,5,-19
COc1ccc(CCNC(=O)C(C(=O)c2ccccc2)n2cc(Cl)ccc2=O)cc1OC (stereo unspecified),12,11,17,11,7,-1.8,-1,-2,0,-2,20
CC1CCCN(S(=O)(=O)c2ccc(NC(=O)C3CC(=O)N(C(C)(C)C)C3)cc2)C1 (stereo unspecified),-16,-5,12,-15,-4,-2.1,-2,-2,-46,8,0
O=S1(=O)CC=C(CSC(=S)NC2CCS(=O)(=O)C2)C1 (stereo unspecified),-10,6,17,4,-13,-0.8,-2,12,-2,-30,5
COc1ccc(CCNC(=O)CSc2nc3ccccc3c3nc(CCN4CCCCC4)nn23)cc1OC,-26,-9,4,9,-6,1.0,-2,-3,-9,2,17
O=C(Cc1ccccc1[N+](=O)[O-])NC1CC1,3,-9,-8,13,-4,-2.2,-7,-9,9,0,-5
COc1ccc(Cl)cc1C(=O)O/N=C(\N)c1ccncc1,-7,-14,-3,-13,-18,-2.0,0,6,-11,-2,-25
CN1OC2C(=O)N(c3ccccc3)C(=O)C2C1c1ccc(F)cc1 (stereo unspecified),-6,-1,0,-8,-4,-1.1,-11,4,-18,5,-1
O=c1c(Cl)c(NCCCO)cnn1-c1nc2ccccc2[nH]1,-109,-37,9,-99,5,-0.6,-43,-3,-126,5,-119
COc1ccc(S(=O)(=O)NNC(=O)Nc2ccccc2OC)c(OC)c1,13,-2,0,8,-9,-2.0,4,-10,-15,1,0
COc1ccc(NC(=O)CSc2nc(N)c(C#N)cc2C#N)cc1,4,7,8,29,9,-0.8,6,3,-20,-1,-1
CC1CN(S(=O)(=O)c2cc(C(=O)N(C)Cc3cccs3)ccc2Cl)CC(C)O1 (stereo unspecified),8,23,6,-4,-4,0.3,6,-3,5,6,19
CCn1c(SCC(=O)N2CCCC2)nc2ccccc2c1=O,-24,18,4,-1,0,-0.7,5,4,15,4,19
O=C1CC(N2CCN(c3ccccc3F)CC2)C(=O)N1c1ccc2c(c1)OCCO2 (stereo unspecified),-5,-1,3,-14,1,2.6,-4,12,-19,-1,-1
CC/C=C/C(=O)N1CC2(CC(c3cccc(NC(=O)c4ccccc4)c3)=NO2)C[C@@H]1C(N)=O (stereo partly specified),-6,8,6,9,-10,-1.1,4,-1,-1,10,-5
CC(=O)N1CCCC1C(=O)O (stereo unspecified),-24,-14,5,10,1,-0.5,5,0,1,-3,-12
Cn1c(SCC(=O)c2ccccc2)nnc1-c1ccncc1,-8,4,11,4,-5,-1.7,4,0,-11,-1,18
CCOC(=O)Nc1c(Cl)[nH]c(=O)n(C)c1=O,-9,2,-2,7,-20,-2.1,-1,-14,3,0,-5
Cc1oc(-c2ccccc2F)nc1CS(=O)CC(=O)NCc1cccs1 (stereo unspecified),-6,-4,0,-2,5,0.2,12,0,-35,-1,5
CC(C)N(C(=O)CSc1nnc(-c2cc3ccccc3cc2O)n1Cc1ccco1)C(C)C,3,30,8,-11,10,-1.2,7,-14,23,-1,6

# Single records (already shown). Order of values: NCOA1 inh, NR2F2 inh, MC4R antag cAMP, LRH-1 inv ag, NOD2-RIPK2 inh, MC4R barr agon, LMP1 NFkB inh, TLR9-MyD88 inh, NCOA2 inhibitor, ABHD5 PLIN5 PPI, NCOA3 inh
# Record of COc1ccc(Cl)cc1C(=O)O/N=C(\N)c1ccncc1 → -7, -14, -3, -13, -18, -2.0, 0, 6, -11, -2, -25
# Record of COc1cccc(C(=O)OC2CCN(C)CC2)c1 → -8, -2, 8, 5, -11, -0.7, -4, 0, -13, 0, -1

# Compounds shown so far that contain a nitro group on carbon (3):
SMILES,NCOA1 inh,NR2F2 inh,MC4R antag cAMP,LRH-1 inv ag,NOD2-RIPK2 inh,MC4R barr agon,LMP1 NFkB inh,TLR9-MyD88 inh,NCOA2 inhibitor,ABHD5 PLIN5 PPI,NCOA3 inh
CC(C)=NNc1cnnc2ccc([N+](=O)[O-])cc12,-16,x,x,27,-9,x,x,x,x,-5,-15
CCC(=O)Nc1ccc(C(=O)OCC(=O)c2ccc(C)c([N+](=O)[O-])c2)cc1,-34,5,-3,3,0,4.0,2,-9,-8,2,-17
O=C(Cc1ccccc1[N+](=O)[O-])NC1CC1,3,-9,-8,13,-4,-2.2,-7,-9,9,0,-5

# Returning to the listing, repeating the 4 entries before the break.
SMILES,NCOA1 inh,NR2F2 inh,MC4R antag cAMP,LRH-1 inv ag,NOD2-RIPK2 inh,MC4R barr agon,LMP1 NFkB inh,TLR9-MyD88 inh,NCOA2 inhibitor,ABHD5 PLIN5 PPI,NCOA3 inh
Cn1c(SCC(=O)c2ccccc2)nnc1-c1ccncc1,-8,4,11,4,-5,-1.7,4,0,-11,-1,18
CCOC(=O)Nc1c(Cl)[nH]c(=O)n(C)c1=O,-9,2,-2,7,-20,-2.1,-1,-14,3,0,-5
Cc1oc(-c2ccccc2F)nc1CS(=O)CC(=O)NCc1cccs1 (stereo unspecified),-6,-4,0,-2,5,0.2,12,0,-35,-1,5
CC(C)N(C(=O)CSc1nnc(-c2cc3ccccc3cc2O)n1Cc1ccco1)C(C)C,3,30,8,-11,10,-1.2,7,-14,23,-1,6
CCCNc1nc(C)cc(-c2cc(C(=O)Nc3ccccc3)on2)n1,-18,1,2,7,-5,-1.9,3,10,0,6,-3
Cc1ccc(NC(=O)OCc2cn(-c3ccc(Cl)cc3)nn2)cc1,-4,-27,7,8,5,-1.1,-1,-5,-28,2,-2
NC(=O)C1(NC(=O)[C@@H]2CC3(CC(c4cccc(NC(=O)[C@@H]5CCC(=O)N5)c4)=NO3)CN2C(=O)Cc2ccc(C(F)(F)F)cc2)CC1 (stereo partly specified),-6,0,5,-6,-1,-1.2,-1,0,18,10,-10
O=C(CN1C(=O)CC(c2ccccc2)Sc2ccccc21)NCC1CCCO1 (stereo unspecified),0,-12,0,1,-8,-0.4,-12,-3,0,2,-8
Brc1ccc(Nc2nc(-c3cccnc3)cs2)cc1,-75,-34,6,-45,-2,5.6,-50,3,-41,0,-42
CCCCNC(=S)N(CCCN(C)C)Cc1cc2cc3c(cc2[nH]c1=O)OCO3,-11,2,2,-9,7,1.4,-3,-7,13,4,3
Cc1nc(SCC(=O)NC(=O)NC(C)(C)C)nc(C)c1C,5,-2,14,-6,-5,-0.9,-8,2,12,-1,7
COCCSc1nnc(NS(=O)(=O)c2ccc(F)cc2)s1,-40,1,5,-3,-4,-3.2,0,-5,3,0,23
Cc1cccc(OCc2nnc(SCC(=O)c3ccccc3)o2)c1,-3,0,6,-9,-1,-1.1,-4,8,-2,-6,-15
CC(C)C(c1nnnn1Cc1cccs1)N1CCN(C(=O)c2ccco2)CC1 (stereo unspecified),5,12,1,17,-2,-0.1,1,0,-47,-1,10
